Screening data as filed in PubChem BioAssay.
SMARCA2 activ – SMARCA2 function activation, primary screen; MG213 cells, MMTV-luciferase reporter, dexamethasone, overnight; activation, % at 9.1 µM; 370,000 tested, 1% active; AID 652017; in the data active = activation above about 7.8%;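 also: 0% = vehicle wells and 100% = reference activator wells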
hgDAF12 agonist – agonists of H. glycines DAF-12 nuclear receptor. 370,000 tested, 1.8% active. AID 687014. HEK293 GAL4-hgDAF12 UAS-luciferase reporter, agonist luminescence; normalized to butyrate control. activation, % at 6.8 µM;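 active = activation above a cutoff set at the mean of all screened compounds plus 3 SD, cut at about 10% in these data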;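 also: 0% = DMSO wells and 100% = sodium butyrate wells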
ssDAF-12 act – S. stercoralis DAF-12 activation, primary screen | 370,000 tested, 1% active | HEK293 ssDAF-12/GRIP1 lit1-tk-luc reporter, luminescence; % of 3 µM dafachronic acid response | AID 652126 | activation, % at 6.8 µM;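 active = activation above the mean over all tested compounds plus 3 SD, cut at about 0.9% in these data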;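 also: 0% = DMSO-only wells and 100% = 3 µM delta7-dafachronic acid wells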
hcDAF-12 act – activators of H. contortus DAF-12 nuclear receptor. HEK293 hcDAF-12 lit1-tk-luc reporter, luminescence; 0% DMSO, 100% Δ7-dafachronic acid. activation, % at 6.8 µM. 370,000 tested, 1.4% active;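 active = activation above the mean of all tested compounds plus 3 SD, cut at about 5.5% in these data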;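 also: 100% = response to 3 µM Δ7-dafachronic acid high control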
GC-A act – GC-A (human) enzyme activation | activation, % at 10 µM | HEK293 GC-A cells, cGMP TR-FRET, EC30 ANP; 0% at EC30 ANP, 100% saturating ANP | 370,000 tested, 0.14% active | AID 1671463; in the data active = activation above about 40%
ADAM17 inh – inhibits human ADAM17. P78536. 370,000 tested, 0.83% active. inhibition, % at 6.95 µM. recombinant ADAM17, EDANS/DABCYL FRET peptide cleavage;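 active = inhibition above the mean of compounds lying between control limits plus 3 SD, set per campaign, cut at about 8.5% in these data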;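 also: 0% = DMSO-only wells as the low control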
ADAM10 inh – inhibits human ADAM10; recombinant ADAM10, EDANS/DABCYL FRET peptide cleavage, 3 h; inhibition, % at 7 µM; 370,000 tested, 0.62% active; AID 720582;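 active = inhibition above a per-campaign cutoff equal to the mean of compounds falling between control-based bounds plus 3 SD, cut at about 20% in these data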;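 also: 0% = DMSO wells while the 100% control is not disclosed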
Target sequence (O14672 214-748 limits assumed): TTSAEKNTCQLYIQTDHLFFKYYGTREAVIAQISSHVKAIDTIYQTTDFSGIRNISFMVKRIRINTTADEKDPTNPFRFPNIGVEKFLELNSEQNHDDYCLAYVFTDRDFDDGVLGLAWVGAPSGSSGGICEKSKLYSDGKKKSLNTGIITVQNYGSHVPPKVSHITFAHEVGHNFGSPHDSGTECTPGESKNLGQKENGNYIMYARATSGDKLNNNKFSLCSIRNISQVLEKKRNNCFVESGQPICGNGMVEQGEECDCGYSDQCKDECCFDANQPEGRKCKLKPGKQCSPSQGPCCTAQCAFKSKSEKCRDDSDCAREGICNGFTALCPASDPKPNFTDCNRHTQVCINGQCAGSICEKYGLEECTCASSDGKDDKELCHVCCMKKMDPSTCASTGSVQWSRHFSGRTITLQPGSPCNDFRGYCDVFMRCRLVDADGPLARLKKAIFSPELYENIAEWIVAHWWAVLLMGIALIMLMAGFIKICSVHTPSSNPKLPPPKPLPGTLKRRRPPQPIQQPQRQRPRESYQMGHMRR
DAX1 inh-1 – NR0B1 (DAX1) inhibition; P51843; HEK293 Gal4-DAX1 luciferase reporter, luminescence; inhibition, % at 6.75 µM; 340,000 tested, 0.99% active; AID 504766;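 active = inhibition above the mean over all tested compounds plus 3 SD, cut at about 4.2% in these data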;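 also: 0% = DAX1-transfected cells with DMSO and 100% = empty-vector control cells with DMSO; inhibition shows as a rise in luminescence from relieved DAX1 repression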
Target sequence (P51843 207-470 limits assumed): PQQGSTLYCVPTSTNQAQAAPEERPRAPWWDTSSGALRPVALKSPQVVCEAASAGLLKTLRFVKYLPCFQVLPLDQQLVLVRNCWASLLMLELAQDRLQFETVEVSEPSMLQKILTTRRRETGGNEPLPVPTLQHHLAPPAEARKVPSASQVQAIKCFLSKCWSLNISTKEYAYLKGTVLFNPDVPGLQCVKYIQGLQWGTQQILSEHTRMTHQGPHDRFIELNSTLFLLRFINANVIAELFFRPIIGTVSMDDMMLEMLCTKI
DAX1 inh-2 – DAX1 (NR0B1) inhibition, primary screen; HEK293T StAR-luciferase reporter, SF-1/DAX-1 repression relief; inhibition, % at 6.8 µM; 370,000 tested, 1.1% active; AID 652010;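 active = inhibition above the mean over all tested compounds plus 3 SD, cut at about 3.6% in these data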;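 also: 0% = DAX-1 cells with DMSO and 100% = cells lacking DAX-1 with DMSO; higher inhibition means more luminescence from relief of DAX-1 repression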
PG9 Ab binder – small molecules binding HIV-1 gp120 antibody PG9; AID 624416; 360,000 tested, 0.43% active; TR-FRET gp120-PG9 antibody binding; inhibition, % at 6.7 µM; in the data active = inhibition above about 8.5%
GAA850 FXN act – frataxin GAA850 promoter activation; HEK293 lucGAA850 FXN promoter luciferase reporter, 24 h; percent of 10 µM SAHA response; 360,000 tested, 0.56% active; AID 540364; activation, % at 6 µM;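 active = activation above the average of all compounds screened plus 3 SD, cutoff fixed separately per campaign, cut at about 7.5% in these data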;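 also: 0% = DMSO wells and 100% = 10 µM SAHA wells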
Active calls of the source: *; · = no result given; & = joins results of further samples.

SMILES	SMARCA2 activ	hgDAF12 agonist	ssDAF-12 act	hcDAF-12 act	GC-A act	ADAM17 inh	ADAM10 inh	DAX1 inh-1	DAX1 inh-2	PG9 Ab binder	GAA850 FXN act
COc1cc(C)nc(NS(=O)(=O)c2ccccc2)n1	0	-0.6	-1.0	0.4	0	-1	4	-0.4	-0.1	-1.3	-0.6
COCCCNC(=O)C1CCCN(C(=O)Nc2ccc(OC)cc2)C1 (stereo not given)	6	2.0	-0.6	0.4	1	0	9	0.9	0.6	-4.8	1.9
CCCCn1c(=O)[nH]c(=O)c2c1nc(-c1ccc(OCC)cc1)n2CC	1	1.9	-0.6	-1.6	3	-4	2	3.4	-0.2	0.6	0.7
CCc1cccc2c(C(=O)C(F)(F)F)cn(CC(=O)NCC3CCCO3)c12 (stereo not given)	-1	-1.7	-1.7	-0.4	0	-1	-3	-0.1	-0.3	-2.6	-1.0
C=CCSc1nnc(Cc2c(C)[nH]c3ccccc23)o1	-2	-2.9	-1.0	2.6	2	-6	-20	-0.5	0.9	2.5	-1.3
COc1ccc(N2CCN(C(=O)Cn3cnc4c(cnn4-c4ccc(C)cc4)c3=O)CC2)cc1	-3	-0.8	-1.7	-1.6	3	0	2	-0.7	-1.1	-0.6	1.0
CCCCC[C@H](O)/C=C/[C@@H]1[C@H]2C/C(=C/CCCC(=O)O)O[C@H]2C[C@H]1O	6	-2.3	-1.6	1.2	-1	-1	1	·	-0.1	·	·
CN(C)CC#Cc1cncc(C(=O)NNC(=O)Nc2ccc(Cl)cc2)c1	-3	-0.8	-1.6	-1.7	4	-5	1	1.9	-0.3	-1.7	2.5
COc1cc(O)c(CCO)c2c1C(=O)C[C@@H](C)O2	1	3.0	-1.0	4.2	-1	-13	-65	0.6	0.4	0.8	0.7
C/C(=N\Nc1nc(N2CCCCC2)nc(N2CCOCC2)n1)c1cccs1	-1	-3.1	-1.2	-1.2	2	6	12	-0.7	-1.1	-1.3	2.4
Cc1csc(=Nc2ccc(S(=O)(=O)N3CCOCC3)cc2)n1Cc1ccco1	-2&-2	-4.0&-2.0	-1.6&-2.0	-3.1&-1.8	4&1	0&-2	-14&-5	0.0&-0.9	-1.7&-1.0	-0.5&-1.1	0.2&2.2
COc1ccc(CC(=O)Nc2c3c(nn2-c2cccc(C)c2C)CS(=O)(=O)C3)cc1	1	5.1	-1.5	-1.5	2	2	8	0.0	0.2	-1.0	-0.6
O=C1CC[C@@H](C(=O)N2CSC[C@H]2C(=O)O)N1	-7	-1.1	-2.0	0.0	3	-3	2	1.2	0.2	-0.6	0.1
Cc1ccc(S(=O)(=O)N2C[C@@H](C)[C@]3(C2)[C@H](O)[C@H](OC(=O)Nc2cccs2)C[C@H]2C(=O)N(c4ccccc4)C(=O)[C@H]23)cc1	0	-1.9	-0.2	3.0	0	6	15	0.1	0.2	-1.1	-3.4
Cc1csc(NC(C)c2nc3cc(Cl)c(N4CCCCC4)cc3n2CCOCCO)n1 (stereo not given)	0	0.5	-1.3	-1.0	3	6	-1	1.8	0.2	-1.0	0.2
COC(=O)c1ccc(COc2cccc3c2CCN(Cc2cccc(C)c2)C3=O)o1	-5	-4.8	-2.0	-3.4	12	4	8	-1.1	-1.9	-0.5	0.9
Cc1ccc(/C=N\NC(=O)c2cc([N+](=O)[O-])cc([N+](=O)[O-])c2)o1	-1	2.0	-1.4	-1.2	-5	0	3	-0.3	-0.8	-1.1	2.5
COc1ccccc1N1CCN(C(=O)c2cccc3c(=O)c(C)c(-c4ccccc4)oc23)CC1	1	-2.9	-2.4	-4.0	-15	0	5	-1.4	-0.6	-1.1	-4.3
CCOc1cccc(C(=O)Nc2ccc3ccccc3c2)c1	0	8.5	0.4	5.0	1	7	10	-0.8	1.4	-0.4	-1.8
CC1(C)CC(=O)N(c2ccc(Cl)cc2Cl)C(=O)C1	0	0.1	-1.2	-2.5	-2	0	-4	-0.1	-0.1	0.6	-1.9

A few values from above:
hgDAF12 agonist, C/C(=N\Nc1nc(N2CCCCC2)nc(N2CCOCC2)n1)c1cccs1 → -3.1
DAX1 inh-1, COCCCNC(=O)C1CCCN(C(=O)Nc2ccc(OC)cc2)C1 (stereo not given) → 0.9
ADAM17 inh, C=CCSc1nnc(Cc2c(C)[nH]c3ccccc23)o1 → -6
SMARCA2 activ, CC1(C)CC(=O)N(c2ccc(Cl)cc2Cl)C(=O)C1 → 0
SMARCA2 activ, O=C1CC[C@@H](C(=O)N2CSC[C@H]2C(=O)O)N1 → -7
hgDAF12 agonist, COc1cc(O)c(CCO)c2c1C(=O)C[C@@H](C)O2 → 3.0
PG9 Ab binder, COC(=O)c1ccc(COc2cccc3c2CCN(Cc2cccc(C)c2)C3=O)o1 → -0.5

(continued)
SMILES	SMARCA2 activ	hgDAF12 agonist	ssDAF-12 act	hcDAF-12 act	GC-A act	ADAM17 inh	ADAM10 inh	DAX1 inh-1	DAX1 inh-2	PG9 Ab binder	GAA850 FXN act
CC(=O)Nc1cccc(-n2c(=O)n(Cc3ccccc3)c(=O)c3[nH]cnc32)c1	2	1.3	-1.0	-1.5	6	-1	1	1.1	0.2	1.6	4.6
COc1ccc(NC(=O)c2ccc(NC(=O)CN(C)CC(=O)Nc3c(C)cccc3C)cc2)cc1	1	0.0	-1.7	1.7	0	2	6	-0.3	-0.7	0.9	-1.8
Cc1ncn(-c2ccccc2)c1-c1ccccc1	-1	-0.9	-1.0	-0.6	2	2	-6	1.5	0.3	1.1	0.7
CCc1ccc(C(=O)N2CCCC2)s1	0	0.7	-0.9	0.5	1	1	3	0.8	-0.5	-1.0	-1.1
Cc1nc2c(-c3ccc(F)cc3)c(C)nn2c(C)c1CCC(=O)NCc1ccco1	-2	0.1	-1.4	-1.9	-8	-2	-6	-0.2	0.4	0.1	-1.0
Cc1ccc2cc(C(c3nnnn3C3CCCC3)N3CCN(c4ccccc4)CC3)c(=O)[nH]c2c1 (stereo not given)	-3	0.9	-0.5	1.6	1	-11	-51	-0.8	-0.2	-0.1	-0.7
O=S(=O)(Nc1ccon1)c1ccc(Br)cc1	-1	-0.9	-1.3	0.3	2	1	-6	0.7	0.5	0.1	-1.0
COc1ccc(/C=C(/C#N)c2cccnc2)cc1OC	4	2.0	-1.3	-0.8	-2	2	1	1.2	-0.5	0.8	2.0
COc1cccc(C#Cc2c(CO)[nH]c3ccccc23)c1	2	0.8	0.6	6.2*	0	-2	-5	-0.5	-0.1	-0.7	1.9
C/C(=N\O)c1ccco1	0	0.8	-0.9	-1.5	2	-2	-3	1.1	0.3	0.5	-2.1
O=C(NCC1CCCCC1)c1ccc(F)c(S(=O)(=O)N2CCOCC2)c1	4	-0.7	-0.8	-0.4	0	-4	-1	-0.1	-1.2	-2.3	0.9
Cc1ccccc1OCC(=O)Nc1nnc(C2CCCCC2)s1	-3	0.7	-1.2	-1.0	6	-3	-1	-0.3	0.1	1.0	1.7
COc1ccc(NS(=O)(=O)c2cccc(C(=O)N(C)Cc3cccs3)c2)cc1	-2	-2.7	-1.0	-0.7	-3	-1	-6	-1.6	-3.0	1.8	1.4
COc1ccc(OC)c(/C=C/C(=O)OCC(=O)NCc2ccccc2)c1	-1	-1.1	-1.4	-1.5	0	-47	-143	-0.3	-1.3	0.2	-0.8
O=[N+]([O-])c1ccc(N/N=C/c2cn(Cc3ccc(F)cc3)c3ccccc23)nc1	-2	2.2	-0.2	1.8	-2	3	5	0.5	0.9	-2.2	2.4
O=c1[nH][nH]c(-c2ccccc2O)c1C(C[N+](=O)[O-])c1ccc(Br)cc1 (stereo not given)	-2	-0.7	-0.9	1.5	3	6	8	-1.6	-1.3	-1.7	-5.1
C=CCNC(=S)Nc1cccc(NC(=S)NCC=C)c1	1	0.7	-1.4	-0.1	0	0	-3	1.9	-0.4	0.1	-1.1
COc1ccc(-n2cnnc2SCC(=O)Nc2ccc(C(N)=O)cc2)cc1	2	-1.2	-0.9	-0.8	0	0	0	-0.2	0.9	0.6	2.9
COc1cccc2sc3cc(C#Cc4ccccn4)ccc3c(=O)c12	4	-2.8	-1.2	-1.8	2	-16	-43	-1.4	0.3	-0.8	6.1
Cn1cc(Cl)c(C(=O)NC2CCCCCC2)n1	3	3.7	-0.6	-0.3	0	-1	5	0.8	0.7	0.6	1.1

Profiles as entered above. Order of values: SMARCA2 activ | hgDAF12 agonist | ssDAF-12 act | hcDAF-12 act | GC-A act | ADAM17 inh | ADAM10 inh | DAX1 inh-1 | DAX1 inh-2 | PG9 Ab binder | GAA850 FXN act
`COCCCNC(=O)C1CCCN(C(=O)Nc2ccc(OC)cc2)C1` (stereo not given) across the screens: 6 | 2.0 | -0.6 | 0.4 | 1 | 0 | 9 | 0.9 | 0.6 | -4.8 | 1.9
`COc1cc(O)c(CCO)c2c1C(=O)C[C@@H](C)O2` across the screens: 1 | 3.0 | -1.0 | 4.2 | -1 | -13 | -65 | 0.6 | 0.4 | 0.8 | 0.7
`COc1ccc(N2CCN(C(=O)Cn3cnc4c(cnn4-c4ccc(C)cc4)c3=O)CC2)cc1` across the screens: -3 | -0.8 | -1.7 | -1.6 | 3 | 0 | 2 | -0.7 | -1.1 | -0.6 | 1.0

Next section:
SMILES	SMARCA2 activ	hgDAF12 agonist	ssDAF-12 act	hcDAF-12 act	GC-A act	ADAM17 inh	ADAM10 inh	DAX1 inh-1	DAX1 inh-2	PG9 Ab binder	GAA850 FXN act
Cc1cc(C)c2nc(SCCC#N)nc(C)c2c1	0	0.6	-1.1	0.5	3	-6	-12	0.1	-0.3	1.0	1.5
CN(Cc1ccc(C(C)(C)C)cc1)Cc1cccc2ccccc12	-5	2.0	-0.2	-1.9	-8	5	2	·	0.3	·	·
Cc1cc(NC(=O)CCC(=O)N(Cc2ccco2)C2(C(=O)NC3CCCC3)CCC(C)CC2)no1 (stereo not given)	-3	-1.5	-1.1	-2.1	-15	2	4	-1.2	0.0	-0.9	-0.9
Cc1ccccc1C(=O)N1CCC(C(=O)N(CC(C)C)c2c(N)n(CC(C)C)c(=O)[nH]c2=O)CC1	-3	-0.8	-0.6	-1.8	-1	0	-7	1.4	-0.1	1.6	0.1
COc1ccc(N2CCN(c3nc(Cl)nc(Nc4ccc(F)cc4)n3)CC2)cc1	0	-2.5	-0.8	-3.6	0	-2	-3	-0.8	-0.5	1.2	1.9
COC(=O)C[C@H]1C[C@@H]2c3cc(NC(=O)Nc4ccc(F)cc4)ccc3O[C@@H]2[C@@H](CO)O1	-6	8.0	-1.3	2.4	3	-5	-10	-0.2	-0.3	-0.4	0.8
CCC(C)NC(=O)c1ccc(C(=O)c2ccccc2)cc1 (stereo not given)	0	4.5	-1.4	-1.0	5	-4	-7	1.4	-0.7	-1.9	2.8
